Menin MLL FP TR: qHTS Assay for Inhibitors Targeting the Menin-MLL Interaction in MLL Related Leukemias: Competition With Texas Red Labeled MLL-derived Mutant Peptide; 0.23% of 270,000 active; Potency, µM (titrated, usually from 61.6 µM), for inactives: at the highest dose FP activity change, negative = inhibition, hits mostly inhibitors; Menin + Texas Red MLL mutant peptide, fluorescence polarization; O00255; AID 1768, 2009; active = well fitted inhibition curve with a large enough effect in the polarisation, with a control signal flat, not every such curve was filed as active; inconclusive = small, poorly fitted or top-dose-only effect, or effect the other way, or a change in a side signal; inactive = no such curve, though single readings can be large or run the other way; the % refers to the polarisation; also: % of control where 0% means no effect; many of its hits are not listed in these tables
Target sequence (O00255 whole entry, looked up): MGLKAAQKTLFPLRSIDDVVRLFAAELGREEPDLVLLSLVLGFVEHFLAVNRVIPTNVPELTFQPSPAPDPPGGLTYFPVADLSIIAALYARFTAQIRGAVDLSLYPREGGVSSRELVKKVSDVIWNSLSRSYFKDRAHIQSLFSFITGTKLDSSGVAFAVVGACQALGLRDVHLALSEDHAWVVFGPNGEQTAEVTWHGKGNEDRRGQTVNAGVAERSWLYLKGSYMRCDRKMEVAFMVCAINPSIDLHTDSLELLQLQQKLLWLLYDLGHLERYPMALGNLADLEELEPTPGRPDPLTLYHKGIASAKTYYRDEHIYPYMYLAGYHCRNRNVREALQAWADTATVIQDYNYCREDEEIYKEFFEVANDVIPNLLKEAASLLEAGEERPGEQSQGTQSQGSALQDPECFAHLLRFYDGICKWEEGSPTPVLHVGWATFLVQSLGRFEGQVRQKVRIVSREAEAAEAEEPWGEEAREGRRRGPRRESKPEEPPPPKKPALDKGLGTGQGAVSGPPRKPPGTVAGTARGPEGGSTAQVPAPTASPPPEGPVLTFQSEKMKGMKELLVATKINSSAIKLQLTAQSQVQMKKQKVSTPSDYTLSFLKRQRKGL
RORg inh: qHTS for inhibitors of ROR gamma transcriptional activity; Potency, µM (top dose mostly 53.6 µM), without a hit: at the highest dose activity change, negative = inhibition, actives largely listed as inhibitors; Drosophila S2 Gal4-RORgamma UAS-luciferase reporter, 20 h; Nuclear receptor ROR-gamma (Mus musculus), P51450; 5.4% of 310,000 active; also: % is scaled to controls: 0 for no effect and ±100 for the full control effect; nearly all actives have a fitted effect of over 60% in size
Target sequence (P51450 whole entry, looked up, the tested form may be a part): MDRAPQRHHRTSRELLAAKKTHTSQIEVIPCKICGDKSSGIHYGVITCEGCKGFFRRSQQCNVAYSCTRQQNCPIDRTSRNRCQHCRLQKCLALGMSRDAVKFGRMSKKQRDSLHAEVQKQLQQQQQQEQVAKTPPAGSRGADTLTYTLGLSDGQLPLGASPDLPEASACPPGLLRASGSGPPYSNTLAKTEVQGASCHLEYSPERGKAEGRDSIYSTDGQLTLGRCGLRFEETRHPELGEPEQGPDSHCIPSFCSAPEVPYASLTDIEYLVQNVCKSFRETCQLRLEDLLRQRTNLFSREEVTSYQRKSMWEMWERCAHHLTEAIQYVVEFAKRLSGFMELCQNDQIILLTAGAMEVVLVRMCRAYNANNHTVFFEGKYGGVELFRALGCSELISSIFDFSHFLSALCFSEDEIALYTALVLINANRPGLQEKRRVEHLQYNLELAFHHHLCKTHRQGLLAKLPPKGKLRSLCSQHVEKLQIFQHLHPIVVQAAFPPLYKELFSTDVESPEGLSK
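Using a luciferase readout, inhibitors were identified by reduced reporter activity in Drosophila cells coexpressing a copper-inducible Gal4–ROR gamma fusion and UAS-driven Photinus luciferase, incubated 20 hr after 700 uM copper sulfate.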
VP16 counter: VP16 counterscreen qHTS for inhibitors of ROR gamma transcriptional activity; Drosophila S2 Gal4-VP16 UAS-luciferase, luminescence, 20 h; Potency, µM (titrated, usually from 53.6 µM), for inactives: at the highest dose activity, negative = inhibition, most hits filed as inhibitors; 3.5% of 310,000 active;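 also: Gal4-VP16 expression switched on by copper sulfate through the metallothionein promoter; % is scaled to controls: 0 for no effect and ±100 for the full control effect; nearly all actives have a fitted effect of over 50% in size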
* hit, by the source's call; ? = inconclusive; & = joins results of further samples; ! = repeats disagree; [ ] = remark or other dose. Unless noted, calls follow the shape of the dose curve; as a rule, active = well fitted curve in the direction sought with a large enough effect; inconclusive = small, poorly fitted or top-dose-only effect, or another doubt; inactive = no such curve, though single readings can be large; an effect the other way counts as inactive or inconclusive. Potency is read from the fitted curve at half-maximal effect. Some of the compounds tested, so the mix of outcomes need not match the whole.

item	Structure	Menin MLL FP TR	RORg inh	VP16 counter
1	CCCNC(=O)OC[C@@H]1O[C@H](CCO/N=C\C[C@H]2C=C[C@H](OC(C)=O)[C@@H](COC(C)=O)O2)C=C[C@@H]1Oc1ccc(OC)cc1	-7%[11.7 µM]	16%[10 µM]	-2%[10 µM]
2	COc1cc(OC)c2c(c1)OC(c1ccccc1)CC2=O (configuration not stated)	-11%[24.8 µM]	23%	-12%
3	COc1cccc(-c2ccc3ncnc(NCc4ccccc4)c3c2)c1	?	0%	-19%
4	O=C1C[C@@H](O)[C@@H](O)[C@H]2[C@@H]3C(=O)N(c4cccc(Oc5ccccc5)c4)C(=O)[C@@H]3CC[C@H]12	-3%&7%[11.7 µM]	8%&2%[10 µM]	-3%&5%[10 µM]
5	CN(C)c1ccnc(-c2ccccc2C(F)(F)F)n1	0%	-24%	-12%
6	COC(=O)c1ccccc1C[C@]1(C(=O)OC)C=C[C@H](C)[C@@H](c2ccccc2)N1C(=O)C(F)(F)F	3%	-11%	-19%
7	COC(=O)C1=C(C)N(CC2CC2)C(=O)N[C@H]1CCc1ccccc1	-1%	-12%	-10%
8	CC(C)N1CCN(c2ccc(OC[C@@H]3CO[C@@](Cn4cncn4)(c4ccc(Cl)cc4Cl)O3)cc2)CC1	-12%[24.8 µM]	12%[2.98 µM]	2%[17 µM]
9	CC[C@]1(O)C[C@@H]2CN(CCc3c([nH]c4ccccc34)[C@](C(=O)OC)(c3cc4c(cc3OC)N(C)[C@H]3[C@](O)(C(=O)OC)[C@@H](C(=O)OC)[C@@]5(CC)C=CCN6CC[C@@]43[C@@H]65)C2)C1	-11%[24.8 µM]	45%	?
10	C[C@H]1CCC[C@@]2(C)CCCC[C@]12O	-2%	9%	-8%
11	C=C1CCN(C(CC(C)C)C(=O)NCc2ccc(OC)cc2)S(=O)(=O)c2ccccc21 (configuration not stated)	16%	3%	-22%
12	COC1=C[C@@H](C)C2CC3OC(=O)C[C@H]4C(C)=C(OC)C(=O)C([C@@]2(C)C1=O)[C@@]34C (some centres not stated)	-5%	-1%	0%
13	O=C1N[C@H](Cc2ccccc2)C(=O)N1Cc1cccc2ccccc12	15%	13%	0%
14	CC(C)Nc1oc(-c2ccccc2)nc1-c1cccc2ccccc12	-2%	0%	4%
15	COCCn1c(=O)c(-c2ccc(Cl)cc2)nc2cnc(N3CCOCC3)nc21	1%	-8%	8%
16	COc1ccc(C(=O)N2CCC[C@@]3(CCN(c4ccncc4)C3)C2)cc1	-6%	-4%	-4%

Screen by screen, from the results shown.
Compounds 9 to 16 in VP16 counter: ?, -8%, -22%, 0%, 0%, 4%, 8%, -4%

Continued.
item	Structure	Menin MLL FP TR	RORg inh	VP16 counter
17	COC(=O)CC1[C@@]2(C)C[C@@]34OC5(C)OC6(CC[C@@]7(C)C(c8ccoc8)OC(=O)C(C(C)=O)C7[C@]6(O5)C(O)[C@@]3(O)C2O)[C@]14C (some centres not stated)	6%	4%	-5%
18	O=C(c1cccc(F)c1)N1CCC2(CCN(Cc3ccccc3)CC2)CC1	-17%	-19%	3%
19	C[C@@]12C=Cc3occc3C1CC[C@@]13C[C@@H](CCC12)[C@@](O)(CO)C3 (some centres not stated)	67%[activator]	-35%	-26%
20	Cc1noc(C)c1-c1nc(NC2CCNCC2)c2ccccc2n1	-4%	-25%	-13%
21	O=c1c(-c2cccs2)nc2cnc(Oc3cccc(Cl)c3)nc2n1C1CC1	10%	2%	3%
22	C=C(C)C(=O)/C=C/c1ccc(Br)cc1	1%	38%	-16%
23	CC12C=C(/C=C/CCc3ccco3)C(C)(C1)[C@H](CCc1ccco1)CC2=O (some centres not stated)	1%	2%	-10%
24	NS(=O)(=O)c1cc2c(cc1Cl)N[C@@H]([C@@H]1C[C@@H]3C=C[C@H]1C3)NS2(=O)=O	-3%[24.8 µM]	29%	-2%
25	COc1cccc(Nc2ncc3nc(C)c(=O)n(CCC#N)c3n2)c1	?	26%	1%
26	C[C@]12CC[C@H]3c4ccc(O)cc4CC[C@@H]3[C@H]1CC[C@@H]2OC(=O)CCC1CCCC1	19%	-8%[10 µM]	?
27	CC(N)COC(=O)C(CCCCN)NC(=O)Cc1c(-c2ccc3ccccc3c2)[nH]c2c1ccc1ccccc12 (configuration not stated)	2%	11%	-8%
28	Cn1c(=O)c(-c2cccs2)nc2cnc(N3CCNCC3)nc21	0%	-27%	0%
29	COC(=O)[C@H](Cc1ccccc1)NC(=O)O[C@@H]1Cc2cc(OC)ccc2O[C@H]1c1cccc(OC)c1	-5%	31%	5%
30	COCCn1c(=O)c(-c2ccccc2)nc2cnc(Oc3ccc(OC)cc3)nc21	10%	?	-26%
31	CC(=O)OC[C@@]12C(=O)[C@@H](O)[C@@H](C)[C@]3(C[C@@H](c4ccoc4)O[C@@H]3OC(C)=O)[C@H]1CCC[C@]21CO1	-1%	-13%	4%
32	N#Cc1ccccc1-c1ccc2ncnc(NCc3cccnc3)c2c1	5%	2%	-24%

Some of the entries above in another layout:
22	C=C(C)C(=O)/C=C/c1ccc(Br)cc1
23	CC12C=C(/C=C/CCc3ccco3)C(C)(C1)[C@H](CCc1ccco1)CC2=O (some centres not stated)
24	NS(=O)(=O)c1cc2c(cc1Cl)N[C@@H]([C@@H]1C[C@@H]3C=C[C@H]1C3)NS2(=O)=O
25	COc1cccc(Nc2ncc3nc(C)c(=O)n(CCC#N)c3n2)c1
26	C[C@]12CC[C@H]3c4ccc(O)cc4CC[C@@H]3[C@H]1CC[C@@H]2OC(=O)CCC1CCCC1
27	CC(N)COC(=O)C(CCCCN)NC(=O)Cc1c(-c2ccc3ccccc3c2)[nH]c2c1ccc1ccccc12 (configuration not stated)
28	Cn1c(=O)c(-c2cccs2)nc2cnc(N3CCNCC3)nc21
29	COC(=O)[C@H](Cc1ccccc1)NC(=O)O[C@@H]1Cc2cc(OC)ccc2O[C@H]1c1cccc(OC)c1
30	COCCn1c(=O)c(-c2ccccc2)nc2cnc(Oc3ccc(OC)cc3)nc21
31	CC(=O)OC[C@@]12C(=O)[C@@H](O)[C@@H](C)[C@]3(C[C@@H](c4ccoc4)O[C@@H]3OC(C)=O)[C@H]1CCC[C@]21CO1
assay / compound | 22 | 23 | 24 | 25 | 26 | 27 | 28 | 29 | 30 | 31
Menin MLL FP TR | 1% | 1% | -3%[24.8 µM] | ? | 19% | 2% | 0% | -5% | 10% | -1%
RORg inh | 38% | 2% | 29% | 26% | -8%[10 µM] | 11% | -27% | 31% | ? | -13%
VP16 counter | -16% | -10% | -2% | 1% | ? | -8% | 0% | 5% | -26% | 4%

32	N#Cc1ccccc1-c1ccc2ncnc(NCc3cccnc3)c2c1
assay / compound | 32
Menin MLL FP TR | 5%
RORg inh | 2%
VP16 counter | -24%

(list continues)
item	Structure	Menin MLL FP TR	RORg inh	VP16 counter
33	NC(C(=O)O)C(O)c1ccc(O)c(O)c1 (configuration not stated)	-2%	-7%[10 µM]	2%
34	C[C@H]1C(O)[C@@]23CCC4C5(C=[N+](CCO)C[C@]4(C)CCC5)C2C[C@@H]1C3 (some centres not stated)	1%	12%	-14%
35	COc1cccc(Cn2c(=O)c(-c3ccc(Cl)cc3)nc3cnc(OC)nc32)c1	-2%	1%	-2%
36	CC(C)(C)OC(=O)NCCCCC1=CC2=CC(=O)C(C)(OC(=O)c3ccco3)C(=O)C2=CO1 (configuration not stated)	-12%	10%	-4%
37	C[C@@H](/C=C/c1ccc2ccccc2c1)C1COC(=O)C[C@H]1O (some centres not stated)	-18%	-15%	-26%
38	CN(C)c1ncc2nc(-c3ccccc3)c(=O)n(CCc3ccccc3)c2n1	23%	-6%	5%
39	CC[C@H](C)[C@@H](NC(=O)O[C@H]1C(=O)c2ccc(OC)cc2O[C@@H]1c1ccc2c(c1)OCO2)C(=O)OC	-30%&-8%	8%&14%	1%&-1%
40	C=CCC(O)[C@H](Cc1cnc2ccccc2c1)[C@H](/C=C/CCCC)c1ccccc1 (some centres not stated)	?	1%	-2%
41	CC(=O)OC/C=C(C)/C=C/C=C(C)/C=C/C1=C(C)CCCC1(C)C	-2%&11%	-6%&-10%&-36%	22%&0%&-6%
42	COC(=O)N[C@H](c1ccccc1)C(C(C)=O)C(=O)OC (some centres not stated)	-17%	6%	3%
43	CN1CCC[C@@H](CC2c3ccccc3Sc3ccccc32)C1	-3%[24.8 µM]	-5%[2.98 µM]	-12%[17 µM]
44	C[C@@H](/C=C\c1cccc(Oc2ccc(F)cc2)c1)N(O)C(N)=O	-1%[24.8 µM]	-21%	-1%
45	N#Cc1ccc(CN2CCCC3(CCN(S(=O)(=O)c4ccccc4)CC3)C2)cc1	3%	9%	-8%
46	CNc1nc(-c2c(C)noc2C)nc2ccccc12	2%	23%	?
47	c1ccc2c(NCCN3CCOCC3)nc(-c3ccc4c(c3)OCO4)nc2c1	?	18%	-17%
48	FC(F)(F)c1ccccc1-c1ccc2ncnc(NCc3cccs3)c2c1	16%	?	?
49	C=C(C)C(O)/C=C/c1ccc(Br)cc1 (configuration not stated)	?	-31%	?
50	COc1ccccc1CCn1c(=O)c(-c2ccc(F)c(F)c2)nc2cncnc21	-28%	-13%	-15%
51	COC(=O)[C@H](CCSC)NC(=O)C/C=C\[C@@H](C)[C@@H](CO)OC	-6%[11.7 µM]	-5%[10 µM]	-7%[10 µM]
52	COc1ccc(C2CC(c3ccccc3)Oc3cc(C)c(Cl)c(C)c32)cc1 (configuration not stated)	17%	-7%	-2%
53	C[n+]1ccccc1/C=N\O	-1%[24.8 µM]	3%[2.98 µM]	3%[17 µM]
54	COc1cc(OC)cc(C2=Nn3c(nnc3-c3ccccc3O)SC2)c1	?	-2%	?
55	O=C1CN(Cc2ccccc2)S(=O)(=O)c2ccccc21	6%	2%	-1%
56	COC(=O)c1c(C)nc(C)c(C(=O)OC)c1-c1ccccc1[N+](=O)[O-]	14%	-11%	-18%
57	CC(=O)NCCNc1ncnc2ccc(-c3ccccc3C(F)(F)F)cc12	-6%	-12%	-5%
58	CC(C)C[C@@H](CC(=O)N[C@@H](CCC(=O)O)CC(=O)O)NC(=O)[C@@H]1CNCC[C@H]1NC(=O)C[C@@H](NC(=O)C[C@H](Cc1ccccc1)NC(=O)[C@@H]1CNCC[C@H]1N)C(C)C	9%	22%	2%
59	COCC(=O)N1CCC2(CCCN(c3ccccn3)C2)CC1	-15%	-13%	0%
60	COc1ccc(C(OCCN2CCC[C@@H](C(=O)O)C2)(c2ccc(OC)cc2)c2ccc(OC)cc2)cc1	-4%[24.8 µM]	34%	-5%
61	COc1ccc2c(c1)O[C@@H](c1cccc(C(F)(F)F)c1)[C@H](OC(=O)Nc1ccc(C)c(Br)c1)C2=O	?	3%	-6%
62	COCC(=O)C(C(=O)OC)[C@H](CCc1ccccc1)NC(=O)OC (some centres not stated)	-9%	5%	0%
63	COc1ncc2nc(CCc3ccccc3)c(=O)n(Cc3cccs3)c2n1	14%	1%	5%
64	Cc1cccc(-c2cc(=O)c3cc(C)ccc3o2)c1	-12%[24.8 µM]	-18%	-12%
65	COc1cccc(Cn2c(=O)c(CCc3ccccc3)nc3cncnc32)c1	-18%	16%	-3%
66	CC(=O)NCCc1c(Cc2ccccc2)[nH]c2ccccc12	43%[activator][24.8 µM]	27%	-8%
67	COc1ccc2nccc(C(=O)O)c2c1	7%[24.8 µM]	30%[16.9 µM]	14%[17 µM]
68	CC(C)(C)OC(=O)N1CCCC1C(=O)NC1COC2CC(n3ccc(=O)[nH]c3=O)OC12 (configuration not stated)	8%	-3%	-3%
69	CCC(C)(C)c1ccc(CC(C)CN2C[C@@H](C)O[C@@H](C)C2)cc1 (some centres not stated)	-8%	1%	?
70	COc1ncc2nc(-c3cccs3)c(=O)n(C)c2n1	-1%	-31%	4%
71	CCCCC/C=C\C/C=C\C/C=C\C/C=C\CCCCCC(=O)NCCCC(=O)O	0%	10%	-5%
72	Nc1ncnc2c1nc(N1CCCCC1)n2[C@@H]1O[C@@H]2COP(=O)(O)O[C@H]2[C@H]1O	5%	4%	0%
73	COc1ccc(C(=O)N2CCC3(CC2)CN(c2ncccn2)C3)cc1	-1%	-16%	1%
74	CN1C(=O)C[C@@H](C(=O)N[C@@H](Cc2cnc[nH]2)C(=O)N2CCC[C@H]2C(N)=O)NC1=O	-4%	6%	4%
75	COc1cc2oc(-c3ccccc3)cc(=O)c2cc1OC	-13%[24.8 µM]	26%	5%
76	COc1ccc(CCCO[C@@H](Cn2ccnc2)c2ccc(OC)cc2)cc1	-24%[24.8 µM]	8.9µM*	32µM*
77	Cc1cc(=O)c2c(O)c3c(O)cc(=O)c4c3c3c(cc(O)c1c23)C(C)(C)C=4O	?	7.1µM*!	4µM*
78	CC(=O)Nc1ccc(OC[C@@H](O)CNC(C)C)cc1	0%&-12%[24.8 µM]	5%	1%
79	COc1ccc2[nH]cc(CCNc3cc(-c4ccccc4C)ncn3)c2c1	10%	-7%	-9%
